P. falciparum M1AAP: P. falciparum M1AAP inhibitors, biochemical, fluorogenic H-Leu-NHMec substrate, 1536-well (AID 1445). Aminopeptidase N (Plasmodium falciparum (isolate 3D7)). recombinant M1AAP, H-Leu-NHMec fluorogenic kinetic assay; higher % means a stronger effect. one-dose inhibition, % at 30 µM; IC50 in µM for titrated hits. 220,000 tested, 0.42% active;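 active = primary inhibition above the hit cutoff, then over 50% inhibition at one or more dose response concentrations, cut at about 23% in these data, passing the limit was not always enough; inconclusive = conflicting primary data, or primary hits not chosen for dose response; inactive = low primary inhibition, or under 50% at every dose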;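 note: plate controls were DMSO full reaction for no effect and no enzyme background for full effect; strong numbers were not always called active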
human PMI inhibition: inhibitors of human PMI, primary screen, biochemical, fluorescence intensity, coupled assay (AID 1209); Mannose-6-phosphate isomerase (Homo sapiens); purified PMI enzyme, coupled fluorescence intensity; higher % means a stronger effect; inhibition, % at 20 µM; hits with a dose series show IC50 in µM; 190,000 tested, 0.42% active;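 note: plate controls were DMSO vehicle for no effect and wells lacking substrate for full effect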
TNAP activators: human TNAP enzyme activators, primary screen, biochemical, luminescent, no phosphate acceptor, uHTS (AID 1001) | purified TNAP, luminescent activation assay, no phosphate acceptor; higher activation fold means a stronger effect | one-dose activation fold at 20 µM; EC50 in µM for titrated hits | 200,000 tested, 0.03% active; in the data active = activation fold from about 3, or a potency from the dose series; inactive = the rest, 99 in 100 with activation fold below about 1.6; note: many of its hits are not listed in these tables
Lipid droplet: inhibitors of hepatocyte lipid droplet formation, primary screen, imaging, high-throughput imaging, BODIPY stain; AID 1656, 2009; AML12 mouse hepatocytes, oleate lipid droplets; 240,000 tested, 0.4% active; inhibition, % at 6.5 µM;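 active = lipid droplet intensity inhibited by at least 50%, with more than 500 cells counted; inconclusive = wells with under 300 cells, treated as cytotoxic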
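Assay system: AML12 mouse liver cells | Compound: 6.5 µM single-point dosing | Schedule: Overnight exposure | Technique: Fluorescence imaging, 20x objective, two fields per well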
human PMI inhibitors: human PMI inhibitors, high substrate, primary screen, biochemical, fluorescence intensity, high mannose 6-phosphate (AID 1220) | Mannose-6-phosphate isomerase (Homo sapiens) | recombinant PMI enzyme, coupled fluorescence intensity; higher % means a stronger effect | inhibition, % at 20 µM; hits with a dose series show IC50 in µM | 190,000 tested, 0.66% active
UTI89 phage lysis: inhibition of K1F phage lysis, E. coli UTI89, bacterial capsule biogenesis inhibitors, alamar blue (AID 488966). E. coli UTI89 K1F phage lysis, alamar blue, 2 h; higher % means a stronger effect. inhibition, % at 100 µM; hits with a dose series show IC50 in µM. 340,000 tested, 0.02% active;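 active = phage lysis inhibition, versus mean bacterial control, above a set limit; inconclusive = no clear call, values can overlap the other calls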;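 note: capsule biogenesis inhibitors block K1F phage lysis so surviving cells raise fluorescence; higher fluorescence means more inhibition of phage lysis; actives were called in the ten point dose series up to 300 µM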
Siah-1 displacement: Siah-1 peptide-binding antagonists, primary screen, biochemical, fluorescence polarization, rhodamine-plectin, uHTS (AID 1817); E3 ubiquitin-protein ligase SIAH1 (Homo sapiens); Siah-1 / rhodamine-plectin peptide fluorescence polarization; higher % means a stronger effect; one-dose displacement, % at 20 µM; IC50 in µM for titrated hits; 290,000 tested, 0.02% active;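 active = displacement of at least 50% at 20 µM, with a fluorescence ratio check between 0.3 and a set limit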;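 note: plate controls were Siah plus tracer with DMSO for no effect and tracer alone without Siah for full effect; strong numbers were not always called active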
XIAP displacement: XIAP antagonists, biochemical, IAP family, fluorescence polarization (AID 1018). XIAP BIR domain, fluorescence polarization peptide displacement; higher % means a stronger effect. 200,000 tested, 0.007% active. displacement, % at 20 µM, or IC50 in µM where a hit was titrated; in the data active = displacement above about 50%; note: a part of the inactive calls stands beside numbers as strong as those of hits
P. falciparum M17LAP: P. falciparum M17LAP inhibitors, primary screen, biochemical, fluorogenic H-Leu-NHMec substrate, 1536-well (AID 1619). Leucine aminopeptidase (Plasmodium falciparum (isolate 3D7)). recombinant M17LAP, H-Leu-NHMec fluorogenic kinetic assay; higher % means a stronger effect. one-dose inhibition, % at 30 µM; IC50 in µM for titrated hits. 220,000 tested, 0.38% active;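 active = compound inhibiting the enzyme by more than half at any dose during confirmatory dose-response retesting; inconclusive = strong single-dose inhibitors picked by rank but not retested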;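 note: plate controls were full reaction with DMSO carrier for no effect and no enzyme background for full effect; strong numbers were not always called active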
Lipid droplet cells 6.5 µM: recorded beside Lipid droplet, whose call it bears; cell count; measured here: cell count, cytotoxicity flag;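 cells counted across two imaged fields per well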
* marks the source's active call; other numbers are inactive results; ? = inconclusive; . = not tested or not shown; [ ] = remark or other dose. Cut-off read from the data, not from the text of the source, unless noted: active = inhibition above about 50%; inactive = the rest.

SMILES	P. falciparum M1AAP	human PMI inhibition	TNAP activators	Lipid droplet	Lipid droplet cells 6.5 µM	human PMI inhibitors	UTI89 phage lysis	Siah-1 displacement	XIAP displacement	P. falciparum M17LAP
O=C(CCNS(=O)(=O)c1cccc2nsnc12)N1CCc2ccccc21	2%	-2%	1.1	2	804	-5%	0.9%	-1%	-6.4%	6%
Cc1cc(=O)oc(C)c1C(=O)NC12CC3CC(CC(C3)C1)C2	11%	2%	1.1	.	.	-2%	0.3%	-2%	1.3%	13%
CCN(Cc1cc(=O)n2ccsc2n1)Cc1nc2cc(OC)c(OC)cc2c(=O)[nH]1	5%	.	.	-5	623	.	-0.1%	-1%	.	-1%
COC(=O)N/N=C/c1cccc(OC(=O)c2ccc3c(c2)OCO3)c1	1%	.	.	-7	697	.	-0.7%	3%	.	-3%
Cn1c(=O)c2cn3c(c2n(C)c1=O)C(c1ccccc1)CC(c1ccccc1)=N3 (stereo not given)	11%	-53%	1	-18	635	-99%	0.4%	-2%	1.4%	5%
O=[N+]([O-])c1ccc(N2CCN(C(=S)NC3CCCCC3)CC2)cc1	9%	7%	1	.	.	-2%	?	1%	-7.2%	4%
Cc1ccc(/C=N/NC(=O)c2cccc([N+](=O)[O-])c2)o1	3%	18%	1.3	-20	570	15%	1.0%[50 µM]	-1%	-3.1%	6%
Cc1ccc(-c2cc(C(=O)Nc3ccc(S(=O)(=O)Nc4ncccn4)cc3)[nH]n2)c(O)c1C	12%	.	.	.	.	.	0.1%	-7%	.	13%
CCOC(=O)N1CCN(S(=O)(=O)c2cc(Br)cc3c2N(C(=O)CC)CC3)CC1	2%	13%	1.1	17	761	6%	0.3%	3%	-3.6%	13%
CC(=O)c1c(C)[nH]c(C(=O)COC(=O)CN(C)S(=O)(=O)c2ccc(Cl)cc2)c1C	5%	-5%	1	-2	742	-6%	0.7%	-3%	-6.4%	6%
COc1ccc(CCNC(=O)c2cc(C(C)C)on2)cc1OC	0%	4%	1.1	-16	642	1%	-1.8%	-2%	-0.9%	5%
COc1ccccc1NC(=O)C(=O)N/N=C/c1cccs1	19%	14%	1.5	-23	673	3%	3.6%	-1%	-7.2%	8%
O=C(NCc1ccc2c(c1)OCO2)c1cccc(S(=O)(=O)N2CCOCC2)c1	9%	0%	1	5	733	-6%	-1.8%	4%	-6.4%	0%
CC(=O)Cc1nsc(NC(=O)c2cccc(F)c2)n1	6%	1%	1.1	-10	679	-11%	0.4%	2%	-4.3%	6%
O=C1CC(=O)CC(c2ccccc2Cl)C1	5%	-15%	1.1	0	731	-13%	-0.4%	9%	-1.7%	6%
CC(=O)c1c(C)[nH]c(C(=O)NCc2ccco2)c1C	2%	-4%	1.1	-7	672	-6%	0.6%[50 µM]	2%	-1.9%	-4%
Cc1nn(Cc2ccc([N+](=O)[O-])cc2)c(=O)n1-c1ccc(F)cc1	1%	8%	1	-4	656	7%	0.4%	0%	-1.8%	8%
CCOC(=O)C1CCN(C(=S)NC2CC3C=CC2C3)CC1 (stereo not given)	11%	.	.	6	577	.	.	-6%	.	-1%
CSc1nc2ccc(N3C(=O)C4CCCCC4C3=O)cc2s1 (stereo not given)	9%	6%	1	.	.	6%	0.3%	4%	-1.5%	-5%
Cn1c(CN2CCCC2)nc2cc(NC(=O)Nc3ccccc3)ccc21	-4%	-2%	1.1	0	704	-5%	5.6%	3%	-7.2%	27%
O=C(NCc1ccco1)c1cnc2ccccn2c1=O	7%	7%	1.1	-6	673	7%	4.0%	5%	-1.2%	13%
CCCCCN(C(=O)NC(=O)Nc1ccc(C)cc1C)S(C)(=O)=O	0%	-1%	1.1	7	686	-2%	0.2%	-2%	-4.2%	-7%
Cc1ccc2c(c1)C1CN(C)CCC1N2C(=O)COc1ccc(N(C)C(=O)c2ccccc2)cc1 (stereo not given)	0%	-1%	1.1	16	682	9%	0.3%	-1%	-4.5%	9%
CS(=O)(=O)c1ccc(Cl)c(NC(=O)c2cccc(Br)c2)c1	-7%	6%	1	5	686	10%	0.9%	-6%	-4.2%	-20%
COC(=O)Cc1ccc(NC(=O)c2ccc(C(C)(C)C)cc2)cc1	0%	8%	1.1	9	772	5%	-0.1%	0%	-2.4%	-5%

Rewritten as a markdown table: 4 of the compounds above
| molecule | P. falciparum M1AAP | human PMI inhibition | TNAP activators | Lipid droplet | Lipid droplet cells 6.5 µM | human PMI inhibitors | UTI89 phage lysis | Siah-1 displacement | XIAP displacement | P. falciparum M17LAP |
| --- | --- | --- | --- | --- | --- | --- | --- | --- | --- | --- |
| COC(=O)N/N=C/c1cccc(OC(=O)c2ccc3c(c2)OCO3)c1 | 1% | . | . | -7 | 697 | . | -0.7% | 3% | . | -3% |
| Cn1c(=O)c2cn3c(c2n(C)c1=O)C(c1ccccc1)CC(c1ccccc1)=N3 (stereo not given) | 11% | -53% | 1 | -18 | 635 | -99% | 0.4% | -2% | 1.4% | 5% |
| CC(=O)c1c(C)[nH]c(C(=O)NCc2ccco2)c1C | 2% | -4% | 1.1 | -7 | 672 | -6% | 0.6%[50 µM] | 2% | -1.9% | -4% |
| Cc1nn(Cc2ccc([N+](=O)[O-])cc2)c(=O)n1-c1ccc(F)cc1 | 1% | 8% | 1 | -4 | 656 | 7% | 0.4% | 0% | -1.8% | 8% |

Continuation.
SMILES	P. falciparum M1AAP	human PMI inhibition	TNAP activators	Lipid droplet	Lipid droplet cells 6.5 µM	human PMI inhibitors	UTI89 phage lysis	Siah-1 displacement	XIAP displacement	P. falciparum M17LAP
COC(=O)c1ccc(CN2CCN(CCCc3ccccc3)C(CCO)C2)cc1 (stereo not given)	-3%	11%	1	-2	734	5%	0.1%	-2%	-9.1%	0%
CCOc1ccc(N2C(=O)/C(=C/c3ccccc3)N=C2SC)cc1	3%	3%	1	-18	740	8%	0.1%	-6%	-4.1%	3%
CCOC(=O)Cc1nc2ccccc2[nH]1	4%	17%	1.1	12	677	12%	6.7%	8%	-6.6%	1%
COc1ccc(C2C3=C(CC(C)(C)CC3=O)Nc3cc4c(cc32)OCO4)cc1 (stereo not given)	8%	10%	1.1	.	.	2%	5.6%	-1%	3.0%	-11%
COCCN(C(=O)CSc1nnc(Nc2ccc(C)cc2)s1)c1c(N)n(CC(C)C)c(=O)[nH]c1=O	4%	3%	1	-9	691	0%	1.2%	3%	-6.9%	17%
COC(=O)CNS(=O)(=O)c1ccc(Cc2ccc(S(=O)(=O)NCC(=O)OC)cc2)cc1	4%	-10%	1	-8	694	-11%	8.2%	-1%	2.3%	2%
O=C(CSc1ncn[nH]1)Nc1ccccc1-c1ccccc1	-4%	-3%	1.1	.	.	-8%	0.7%	4%	-3.6%	48%
O=C(Nc1ccccc1)c1ccc(S(=O)(=O)NCc2ccco2)cc1	3%	5%	1.2	25	775	2%	0.4%	1%	0.1%	-3%
S=c1[nH]nc(Cc2cccc3ccccc23)o1	11%	-4%	1.1	-2	591	-3%	2.0%[50 µM]	0%	-2.0%	20%
COCCOC(=O)c1sc2nc[nH]c(=O)c2c1C	4%	-2%	1.2	7	730	22%	2.5%	2%	-3.3%	-4%
Cc1cc(CN2C(=O)c3ccccc3C2=O)no1	3%	8%	1.1	-35	627	8%	0.0%	-3%	-2.2%	5%
O=C(CSc1nc2cc(Cl)ccc2s1)N1CCCc2ccccc21	3%	4%	1	-6	634	4%	2.9%	-3%	-7.8%	-1%
CCOc1ccc(-n2c(=S)sc3c(=O)[nH]c(SCC(=O)NCC4CCCO4)nc32)cc1 (stereo not given)	18%	-25%	1	12	769	-20%	0.0%	-2%	-7.4%	42%
Cc1nn2c(SCC(=O)c3cccs3)cc(C(C)(C)C)nc2c1-c1ccccc1	-3%	16%	1	-3	672	7%	7.6%	-8%	-4.7%	-3%
CN1CCC(OC(=O)COc2ccc(Cl)cc2Cl)CC1	-1%	-21%	1.1	-3	706	-17%	0.2%	-5%	-1.3%	20%
CN1C2CCC1CC(NC(=O)CSc1ccc(C(C)(C)C)cc1)C2 (stereo not given)	-5%	.	.	-4	695	.	-1.5%	-1%	.	-6%
CCc1nnc(NC(=O)CSc2nnc(-c3ccoc3C)n2CC(C)C)s1	-1%	-14%	1.1	.	.	-14%	0.2%	-4%	-3.8%	13%
CCC(=O)OC1CSc2nc3ccccc3n2C1 (stereo not given)	-2%	-5%	1.1	.	.	-7%	0.5%	-2%	-1.9%	5%
COc1ccc(CN(CC2CCC(C(=O)O)CC2)C(=S)Nc2cccc(C)c2)cc1 (stereo not given)	6%	12%	1.1	-15	684	11%	-0.4%	-4%	-6.7%	1%
CCCOP(=O)(c1ccc(N(C)C)cc1)C(O)c1ccccc1OC (stereo not given)	5%	0%	1.1	.	.	-2%	0.0%	2%	3.8%	1%
Cn1c(=O)c2c(nc(N3CCN(c4ccccn4)CC3)n2Cc2ccccc2Cl)n(C)c1=O	1%	15%	1.1	.	.	13%	2.1%	0%	-2.4%	-1%
C=CCn1c(SCc2cc(C(C)=O)ccc2OCC)nc2ccccc2c1=O	-2%	4%	0.9	-47	450	2%	0.4%	-3%	-4.0%	-13%

Reformatted: 2 of the compounds above
> Cc1cc(CN2C(=O)c3ccccc3C2=O)no1
  P. falciparum M1AAP: 3%; human PMI inhibition: 8%; TNAP activators: 1.1; Lipid droplet: -35; Lipid droplet cells 6.5 µM: 627; human PMI inhibitors: 8%; UTI89 phage lysis: 0.0%; Siah-1 displacement: -3%; XIAP displacement: -2.2%; P. falciparum M17LAP: 5%
> O=C(CSc1nc2cc(Cl)ccc2s1)N1CCCc2ccccc21
  P. falciparum M1AAP: 3%; human PMI inhibition: 4%; TNAP activators: 1; Lipid droplet: -6; Lipid droplet cells 6.5 µM: 634; human PMI inhibitors: 4%; UTI89 phage lysis: 2.9%; Siah-1 displacement: -3%; XIAP displacement: -7.8%; P. falciparum M17LAP: -1%

3 entries picked at random from the list so far:
SMILES	P. falciparum M1AAP	human PMI inhibition	TNAP activators	Lipid droplet	Lipid droplet cells 6.5 µM	human PMI inhibitors	UTI89 phage lysis	Siah-1 displacement	XIAP displacement	P. falciparum M17LAP
CN1CCC(OC(=O)COc2ccc(Cl)cc2Cl)CC1	-1%	-21%	1.1	-3	706	-17%	0.2%	-5%	-1.3%	20%
Cc1cc(CN2C(=O)c3ccccc3C2=O)no1	3%	8%	1.1	-35	627	8%	0.0%	-3%	-2.2%	5%
CN1C2CCC1CC(NC(=O)CSc1ccc(C(C)(C)C)cc1)C2 (stereo not given)	-5%	.	.	-4	695	.	-1.5%	-1%	.	-6%
